# KCNQ1 block = human KCNQ1 channel inhibition; 310,000 tested, 1.3% active; CHO-K1 KCNQ1, FluxOR thallium flux fluorescence; stronger effect = higher value; B-score at 10 µM; P51787;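 active means compounds whose thallium flux B-score, printed positive for inhibition, exceeds three library SD while starting fluorescence stays within three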;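 further: channel opened by potassium depolarization with thallium stimulus after 20 min compound exposure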
# KCNQ1 act = human KCNQ1 channel potentiation or activation; P51787; CHO-K1 KCNQ1, thallium flux FluxOR fluorescence; stronger effect = higher value; B-score at 10 µM; 310,000 tested, 0.35% active;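 active means fluorescence ratio B-score, a plate-corrected score, at least three library SD, with initial intensity B-score within 5 SD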
#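 Test system: CHO-K1 cells stably expressing KCNQ1 / Medium: assay buffer / Also added: depolarizing K+/Tl+ stimulus, K2SO4 and Tl2SO4 each 12.5 mM in 5x stock / Incubation: 90 min dye loading and 20 min compound exposure, both at room temperature / Signal: thallium influx via FluxOR fluorescence, kinetic imaging / Evaluation: B score of baseline-normalized fluorescence ratio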
# KCNK9 inh = blocks the human KCNK9 two-pore domain potassium channel | Q9NPC2 | HEK293 KCNK9, FluxOR thallium flux fluorescence; stronger effect = lower value | B-score at 10 µM | 310,000 tested, 1.2% active | AID 488922;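 active means ratio B-score over 3 SD below the library mean, with starting fluorescence within 5 SD of its mean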;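 further: negative B-score means less thallium flux so channel inhibition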
# ANO1 block = inhibitors of mouse TMEM16A calcium-activated chloride channel; Q8BHY3; HEK293 TMEM16A/YFP iodide influx fluorescence, ionomycin; normalized B-score (activity score, 25-100; higher = stronger inhibition) at 10 µM; 310,000 tested, 1.2% active;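 active means ratio plate-corrected score three or more library SD toward inhibition, starting fluorescence score within five deviations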;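 further: score derived from kinetic fluorescence span divided by baseline fluorescence per well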
# Target sequence (Q8BHY3 whole entry, looked up): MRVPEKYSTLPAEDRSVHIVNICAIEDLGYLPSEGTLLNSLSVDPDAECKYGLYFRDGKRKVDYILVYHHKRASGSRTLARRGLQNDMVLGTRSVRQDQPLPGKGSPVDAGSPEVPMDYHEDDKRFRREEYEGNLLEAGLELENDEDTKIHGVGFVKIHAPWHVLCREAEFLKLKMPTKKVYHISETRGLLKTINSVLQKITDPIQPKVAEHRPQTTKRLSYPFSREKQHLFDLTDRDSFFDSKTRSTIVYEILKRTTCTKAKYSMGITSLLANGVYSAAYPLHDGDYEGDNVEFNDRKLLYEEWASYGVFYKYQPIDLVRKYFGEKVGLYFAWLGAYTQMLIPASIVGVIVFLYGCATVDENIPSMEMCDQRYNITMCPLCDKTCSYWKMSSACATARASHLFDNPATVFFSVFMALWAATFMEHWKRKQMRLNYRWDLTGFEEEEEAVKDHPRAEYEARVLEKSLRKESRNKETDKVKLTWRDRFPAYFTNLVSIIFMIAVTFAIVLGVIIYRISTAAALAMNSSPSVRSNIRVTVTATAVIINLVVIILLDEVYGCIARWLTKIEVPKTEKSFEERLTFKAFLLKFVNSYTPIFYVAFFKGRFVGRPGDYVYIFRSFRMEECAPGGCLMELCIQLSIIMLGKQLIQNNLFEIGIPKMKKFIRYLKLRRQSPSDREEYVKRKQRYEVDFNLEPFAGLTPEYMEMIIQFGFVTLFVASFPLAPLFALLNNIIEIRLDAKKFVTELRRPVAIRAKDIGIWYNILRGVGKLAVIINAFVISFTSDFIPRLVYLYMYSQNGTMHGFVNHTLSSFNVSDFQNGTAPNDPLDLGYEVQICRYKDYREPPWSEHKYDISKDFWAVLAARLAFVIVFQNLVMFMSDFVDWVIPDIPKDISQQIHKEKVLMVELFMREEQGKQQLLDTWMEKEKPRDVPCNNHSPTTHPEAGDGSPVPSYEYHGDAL
# hERG rescue = shields human hERG channel from block by proarrhythmic agents. Q12809. CHO-hERG, FluxOR thallium flux, dofetilide IC70 present. activation (rescue from dofetilide block), less the hit threshold, % at 10 µM. 310,000 tested, 0.51% active. AID 1511;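 active means activation above the mean of controls blocked by dofetilide plus 5 SD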;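 further: thallium influx through hERG after potassium depolarization seen as dye fluorescence rise; in these data hits start at about 4.7%; inactives centre near -7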
# Dyrk1A ADPGlo = inhibitors of rat Dyrk1A kinase; Q63470; ADP-Glo luminescence, NFATc1 peptide; inhibition, % at 12.5 µM; 310,000 tested, 0.43% active; in the data active means inhibition above about 50%;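 further: plate controls were vehicle with enzyme for no effect and no enzyme for full effect; many of its hits are not listed in these tables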
# HDAC3 inh = blocks human histone deacetylase 3; O15379; recombinant HDAC3, fluorogenic peptide/trypsin coupled, fluorescence; inhibition, % at 8.3 µM; 320,000 tested, 0.15% active; in the data active means inhibition above about 26%, passing the limit was not always enough
# TRPC4 agonist = activators of mouse TRPC4 channel | HEK293 TRPC4beta/mu-opioid, Fluo4 calcium fluorescence; stronger effect = higher value | B-score at 10 µM | 310,000 tested, 0.49% active | AID 2237 | Q9QUQ5;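 active means B-score above 5 SD of library B-scores, and initial fluorescence ratio not above library mean plus 5 SD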;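 further: positive B-score marks a calcium rise read as TRPC4 activation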
#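 Assay system – TRPC4beta and mu-opioid receptor HEK293 stable cells · Measured by – Fluo4 fluorescence, kinetic · Schedule – dye loading 45 min room temperature, 110 s kinetic read · Read-out – B-scored integrated calcium fluorescence ratio · Controls – buffer and maximal DAMGO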
# TRPC4 potent = TRPC4 (mouse) allosteric potentiation. HEK293 TRPC4beta/mu-opioid, DAMGO EC20, Fluo-4 Ca2+ flux; stronger effect = higher value. 310,000 tested, 0.42% active. Q9QUQ5. B-score at 10 µM;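 active means B-score of calcium response area above 5 SD of library B-scores, with initial fluorescence ratio within 5 SD of library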;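 further: B-score of integrated fluorescence ratio over time as area under calcium response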
# TMEM16A act = activators or potentiators of mouse TMEM16A chloride channel; HEK293 TMEM16A/YFP-H148Q/I152L, iodide quench fluorescence; stronger effect = lower value; Q8BHY3; 340,000 tested, 0.3% active; AID 623877; B-score at 10 µM;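 active means fluorescence-ratio B-score plate-corrected deviation score at least 3 library SD below zero, with starting fluorescence score within 5 deviations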;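 further: channel opened by trigger with iodide after compound preincubation; score built on the fluorescence ratio of max minus min over baseline; more negative score means more quench and so TMEM16A activation or potentiation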
# KCNK3 block = human KCNK3 channel inhibition, primary screen. 340,000 tested, 0.84% active. CHO-KCNK3 thallium flux, FluxOR fluorescence; stronger effect = lower value. B-score at 10 µM;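 active means B-score under library mean minus 4 SD, starting fluorescence ratio at most library mean plus 5 SD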;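 further: more negative B-score means stronger inhibition of thallium flux through KCNK3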
# The depositor's hits bear a star; i = inactive; · = not tested or not shown.
SMILES,KCNQ1 block,KCNQ1 act,KCNK9 inh,ANO1 block,hERG rescue,Dyrk1A ADPGlo,HDAC3 inh,TRPC4 agonist,TRPC4 potent,TMEM16A act,KCNK3 block
CC(C)(C)CN1CCN(CC#Cc2ccccc2)CC1CCO (stereo not given),i,i,i,i,-4.4,·,-5.5,i,i,i,i
O=C(COC(=O)c1ccc[nH]c1=O)Nc1ccc2c(c1)OC(F)(F)O2,i,i,i,i,-9.0,-3.0,0.7,i,i,i,i
Cc1ccc(N2CC3=C(C2=O)C(c2ccccc2)NC(=O)N3C)cc1 (stereo not given),i,i,i,i,-10.4,-1.9,-2.7,i,i,i,i
Cn1c(CNC(=O)c2ccco2)nnc1SCC(=O)Nc1ccccc1Cl,i,i,i,i,-5.2,1.5,·,i,i,i,i
CC(C)CCNc1nnnc2c1sc1nc(N3CCOCC3)c3c(c12)CC(C)(C)SC3,i,i,i,i,-10.5,-2.2,-3.4,i,i,i,i
COc1cc(-c2nc3ccccc3c(=O)n2N)cc(OC)c1OC,i,i,i,i,1.1,-2.1,6.0,i,i,i,i
COc1ccc(CCNc2cc(C)nc3c(-c4ccc(Cl)cc4)c(C)nn23)cc1OC,i,i,i,i,-8.7,-2.9,-0.8,i,i,i,i
Cc1cccc(OCCOCCSc2ncccn2)c1,i,i,i,i,-5.9,1.0,-7.4,i,i,i,i
N#CCCN1CCN(C(CNS(=O)(=O)c2ccc(Cl)cc2)c2ccccc2)CC1 (stereo not given),i,i,i,i,-6.4,1.1,7.8,i,i,i,i
CC(C)c1ccc(C(C(=O)NC2CCCC2)N(C(=O)c2csnn2)C2CC2)cc1 (stereo not given),i,i,i,i,-3.6,-3.4,-0.3,i,i,i,i

# Whole records, quoted from the list. Order of screens: KCNQ1 block	KCNQ1 act	KCNK9 inh	ANO1 block	hERG rescue	Dyrk1A ADPGlo	HDAC3 inh	TRPC4 agonist	TRPC4 potent	TMEM16A act	KCNK3 block
# O=C(COC(=O)c1ccc[nH]c1=O)Nc1ccc2c(c1)OC(F)(F)O2 across the screens: i	i	i	i	-9.0	-3.0	0.7	i	i	i	i
# CC(C)(C)CN1CCN(CC#Cc2ccccc2)CC1CCO (stereo not given) across the screens: i	i	i	i	-4.4	·	-5.5	i	i	i	i

# (continued)
SMILES,KCNQ1 block,KCNQ1 act,KCNK9 inh,ANO1 block,hERG rescue,Dyrk1A ADPGlo,HDAC3 inh,TRPC4 agonist,TRPC4 potent,TMEM16A act,KCNK3 block
CC(C)=CC(=O)Nc1ccc2c(c1)OCO2,i,i,i,i,0.7,4.6,5.1,i,i,i,i
COc1ccccc1N1CCN(/N=C/c2cc(OC)c(OC)c(OC)c2)CC1,i,i,i,i,-11.4,-0.3,3.3,i,i,i,i
CSc1nc2nc(C)c(C/C=C/c3ccccc3)c(=O)n2[nH]1,i,i,i,i,-7.0,-3.7,4.0,i,i,i,i
O=C(Nc1ccc(Cl)cc1Cl)C1CCCO1 (stereo not given),i,i,i,i,-2.0,-1.1,-1.0,i,i,i,i
O=C(COc1ccc(F)cc1Br)NCc1ccccn1,i,i,i,i,-9.8,-2.0,-2.3,i,i,i,i
CCCCCCCC/C=C\CCCCCCCC(=O)NCCO,·,·,·,i,·,11.1,19.5,·,·,i,i
COc1cccc(C(=O)/C=C/Nc2ccc(NC(C)=O)cc2)c1,i,i,i,i,-5.5,7.4,10.4,i,i,i,i
COc1ccccc1NC(=O)Nc1nc(CC(=O)N2CCN(c3ccccc3OC)CC2)cs1,i,i,i,i,-11.9,-0.7,0.5,i,i,i,i
O=C(CNC(=O)c1ccncc1)N/N=C/c1cc(Br)ccc1O,i,i,i,i,-7.1,-1.6,-2.3,i,i,i,i
COc1ccc(CCNC(=O)[C@@H](NC(=O)N2CC(=O)Nc3ccccc32)C(C)C)cc1OC,i,i,i,i,-7.3,-7.3,-3.1,i,i,i,i
COc1ccc(CCCc2n[nH]c(=S)o2)c(C)c1,i,i,i,i,-8.0,-4.3,8.8,i,i,i,i
C=CCNC(=O)CN1CCC(O)(c2ccccc2)CC1,i,i,i,i,-6.2,9.5,1.2,i,i,i,i
Cc1cccc(NS(=O)(=O)c2ccc(C(=O)NCC3CCCO3)cc2)c1C (stereo not given),i,i,i,i,-12.0,1.6,9.3,i,i,i,i
O=C(CN1CCCC1)Nc1cc(C(F)(F)F)cc(C(F)(F)F)c1,i,i,i,i,-5.5,-4.9,2.0,i,i,i,i
CCC(=O)N1CCc2cc(S(=O)(=O)NC(C(=O)N3CCc4ccccc4C3)C(C)C)ccc21 (stereo not given),·,·,·,i,·,-2.1,-10.3,·,·,i,i
CN(C)CCCNC(NC(=O)/C=C/c1ccccc1)C(Cl)(Cl)Cl (stereo not given),i,i,i,i,-10.3,-1.3,0.5,i,i,i,i
CCCCCCN1CC(O)=C(c2ccccc2)C1=N,i,i,i,i,-9.9,-0.7,-9.2,i,i,i,i
Cc1ccccc1C(=O)Nc1nnc(-c2ccncc2)o1,i,i,i,i,-12.9,·,8.5,i,i,i,i
COc1cc(C(=O)N/N=C/c2ccc(OC)c(CN3CCN(c4ccc(F)cc4)CC3)c2)ccc1O,i,i,i,i,-27.6,0.0,11.1,i,i,i,i
COC(=O)COc1ccc(S(=O)(=O)N2CCN(c3ccc(OC)cc3)CC2)cc1,i,i,i,i,-6.5,3.4,1.0,i,i,i,i
COc1cccc(N/C=C(\C#N)c2ccc(OCCCF)cc2)c1,i,i,i,100*,-6.9,-6.3,-10.9,i,i,i,i
CCOc1ccc(NC(=O)CNC(=O)c2ccco2)cc1,i,i,i,i,-8.2,-1.5,3.2,i,i,i,i
Cc1ccccc1OCCC(=O)OCC(=O)Nc1c(F)cccc1F,i,i,i,i,-13.4,11.9,4.2,i,i,i,i
CCOC(=O)c1[nH]ncc1CN1CCCC(C(=O)c2ccc(SC)cc2)C1 (stereo not given),i,i,i,i,-6.5,0.0,11.2,i,i,i,i
COc1ccccc1NC(=O)Nc1ccnn1C1CCN(C(=O)c2cscn2)CC1,i,i,i,i,-9.8,-8.0,-5.3,i,i,i,i
CCn1c(SCc2nc(-c3ccccc3)no2)nnc1-c1ccco1,i,i,i,i,-5.1,2.4,2.9,i,i,i,i
N#CC1=C(SCC(N)=O)NC2=C(C(=O)c3ccccc32)C1c1ccc(Cl)cc1 (stereo not given),i,i,i,i,-11.6,4.3,3.0,i,i,i,i
Cc1cccn2c(NC(=O)c3cccs3)c(-c3ccccc3)nc12,i,i,i,i,-4.6,0.0,4.7,i,i,i,i
O=C(O)CSCC(=O)Nc1ccccc1SCCS(=O)(=O)c1ccc(Cl)cc1,i,i,i,i,-6.0,6.6,-1.9,i,i,i,i
O=C(Cn1c(-c2cscn2)nc2ccccc21)Nc1cc(F)ccc1F,i,i,i,i,-9.2,0.6,8.1,i,i,i,i
O=C(CN1C(=O)S/C(=C\C=C\c2ccccc2)C1=O)Nc1ccc(C(=O)O)cc1,i,i,i,i,-4.6,5.1,-2.0,i,i,i,i
COC(=O)C1CCN(C(=O)CC(NC(=O)C(F)(F)F)c2cccs2)CC1 (stereo not given),i,i,i,i,-1.9,2.4,-1.9,i,i,i,i
O=C(NCc1ccco1)c1cc(Cl)nc(Cl)c1,i,i,i,i,-6.2,-2.9,2.1,i,i,i,i
O=C(CSc1nncc2ccccc12)Nc1ccccc1,i,i,i,i,-5.9,5.3,-1.9,i,i,i,i
COC(=O)c1cccc(NC(=O)CCc2ccccc2)c1,i,i,i,i,-12.6,9.0,-3.9,i,i,i,i
COc1cc(OC)cc(C(=O)N2CCN(C(=O)c3cccnc3)CC2)c1,i,i,i,i,-1.8,·,-2.0,i,i,i,i
COc1ccc([N+](=O)[O-])cc1NC(=O)CSc1nccc(C)n1,i,i,i,i,-1.5,-3.5,0.0,i,i,i,i
COc1ccc(OC)c(S(=O)(=O)NC2CCCCNC2=O)c1 (stereo not given),i,i,i,i,-5.8,-0.8,-5.4,i,i,i,i
COC(=O)C(N)Cc1ccc(O)c(O)c1 (stereo not given),i,i,i,i,-5.9,-5.5,4.0,i,i,i,i
CCOc1cc(N2CCOCC2)c(OCC)cc1NC(=O)COC(=O)[C@H](Cc1c[nH]c2ccccc12)NC(C)=O,i,i,i,i,-17.4,3.7,1.3,i,i,i,i
O=[N+]([O-])c1nn(-c2ccc(Cl)cc2)n(O)c1=NCc1ccncc1,i,i,i,i,-6.6,-0.3,0.8,i,i,i,i
Cc1ccc(C)c(S(=O)(=O)Nc2ccccc2C(=O)Nc2ccccc2N2CCOCC2)c1,i,i,i,i,-11.8,-4.2,11.4,i,i,i,i
CCNC(=S)N=Nc1c(O)[nH]c2ccc(C(C)C)cc12,i,i,i,i,-7.7,-2.3,2.4,i,i,i,i
COc1ccccc1NC(=S)NNC(=O)c1cc(C)nn1C,i,i,i,i,-7.6,5.0,-2.5,i,i,i,i
CCc1ccc(NC(=S)N(Cc2ccc(Cl)cc2)Cc2ccc(C(=O)O)cc2)cc1,i,i,i,i,-19.8,-8.1,3.5,i,i,i,i
CCC(=O)NCc1csc(-c2cccs2)n1,i,i,i,i,-4.7,·,-9.3,i,i,i,i
O=S(=O)(c1ccc(F)cc1)N1CCN(c2nc(-c3ccc(F)cc3)cs2)CC1,i,i,i,i,-4.5,5.1,-1.6,i,i,i,i
O=C(CC(=O)N/N=C\c1ccccc1[N+](=O)[O-])NCCc1ccccc1,i,i,i,i,-3.4,-2.2,3.0,i,i,i,i
COc1cc(S(=O)(=O)N2CCCCC2)ccc1NC(=O)/C=C/c1ccccc1,i,i,i,i,-15.0,4.6,14.7,i,i,i,i
COc1ccc(-c2cc(C(F)(F)F)nc(SCC(=O)NCc3cccs3)n2)cc1,i,i,i,i,-8.0,3.7,9.2,i,i,i,i
COc1ccc(Cn2nnnc2C(c2cccs2)N2CCN(c3ccccc3)CC2)cc1 (stereo not given),i,i,i,i,-3.9,-2.4,-2.6,i,i,i,i

# Entries shown so far with bromine:
SMILES,KCNQ1 block,KCNQ1 act,KCNK9 inh,ANO1 block,hERG rescue,Dyrk1A ADPGlo,HDAC3 inh,TRPC4 agonist,TRPC4 potent,TMEM16A act,KCNK3 block
O=C(COc1ccc(F)cc1Br)NCc1ccccn1,i,i,i,i,-9.8,-2.0,-2.3,i,i,i,i
O=C(CNC(=O)c1ccncc1)N/N=C/c1cc(Br)ccc1O,i,i,i,i,-7.1,-1.6,-2.3,i,i,i,i

# Source: PubChem (several laboratories)

# This is a subset; count on the stated rates, not on these rows.
